Screens (PubChem)
KDM5B inh: KDM5B demethylase inhibition | KDM5B demethylase, FDH-coupled NADH fluorescence (FDH is formaldehyde dehydrogenase) | 220,000 tested, 2.6% active | Potency, µM (titrated, usually from 57.7 µM), for the others: at the highest dose activity change, negative = inhibition, usual class: inhibitors | Q9UGL1 | AID 1347165; active means well fitted inhibition curve with a large enough effect; inconclusive means small, poorly fitted or top-dose-only effect; inactive means no such curve, though single readings can be large or run the other way; further: 0% is about no effect; nearly all actives have a fitted effect of over 70% in size
Target sequence (Q9UGL1 whole entry, looked up): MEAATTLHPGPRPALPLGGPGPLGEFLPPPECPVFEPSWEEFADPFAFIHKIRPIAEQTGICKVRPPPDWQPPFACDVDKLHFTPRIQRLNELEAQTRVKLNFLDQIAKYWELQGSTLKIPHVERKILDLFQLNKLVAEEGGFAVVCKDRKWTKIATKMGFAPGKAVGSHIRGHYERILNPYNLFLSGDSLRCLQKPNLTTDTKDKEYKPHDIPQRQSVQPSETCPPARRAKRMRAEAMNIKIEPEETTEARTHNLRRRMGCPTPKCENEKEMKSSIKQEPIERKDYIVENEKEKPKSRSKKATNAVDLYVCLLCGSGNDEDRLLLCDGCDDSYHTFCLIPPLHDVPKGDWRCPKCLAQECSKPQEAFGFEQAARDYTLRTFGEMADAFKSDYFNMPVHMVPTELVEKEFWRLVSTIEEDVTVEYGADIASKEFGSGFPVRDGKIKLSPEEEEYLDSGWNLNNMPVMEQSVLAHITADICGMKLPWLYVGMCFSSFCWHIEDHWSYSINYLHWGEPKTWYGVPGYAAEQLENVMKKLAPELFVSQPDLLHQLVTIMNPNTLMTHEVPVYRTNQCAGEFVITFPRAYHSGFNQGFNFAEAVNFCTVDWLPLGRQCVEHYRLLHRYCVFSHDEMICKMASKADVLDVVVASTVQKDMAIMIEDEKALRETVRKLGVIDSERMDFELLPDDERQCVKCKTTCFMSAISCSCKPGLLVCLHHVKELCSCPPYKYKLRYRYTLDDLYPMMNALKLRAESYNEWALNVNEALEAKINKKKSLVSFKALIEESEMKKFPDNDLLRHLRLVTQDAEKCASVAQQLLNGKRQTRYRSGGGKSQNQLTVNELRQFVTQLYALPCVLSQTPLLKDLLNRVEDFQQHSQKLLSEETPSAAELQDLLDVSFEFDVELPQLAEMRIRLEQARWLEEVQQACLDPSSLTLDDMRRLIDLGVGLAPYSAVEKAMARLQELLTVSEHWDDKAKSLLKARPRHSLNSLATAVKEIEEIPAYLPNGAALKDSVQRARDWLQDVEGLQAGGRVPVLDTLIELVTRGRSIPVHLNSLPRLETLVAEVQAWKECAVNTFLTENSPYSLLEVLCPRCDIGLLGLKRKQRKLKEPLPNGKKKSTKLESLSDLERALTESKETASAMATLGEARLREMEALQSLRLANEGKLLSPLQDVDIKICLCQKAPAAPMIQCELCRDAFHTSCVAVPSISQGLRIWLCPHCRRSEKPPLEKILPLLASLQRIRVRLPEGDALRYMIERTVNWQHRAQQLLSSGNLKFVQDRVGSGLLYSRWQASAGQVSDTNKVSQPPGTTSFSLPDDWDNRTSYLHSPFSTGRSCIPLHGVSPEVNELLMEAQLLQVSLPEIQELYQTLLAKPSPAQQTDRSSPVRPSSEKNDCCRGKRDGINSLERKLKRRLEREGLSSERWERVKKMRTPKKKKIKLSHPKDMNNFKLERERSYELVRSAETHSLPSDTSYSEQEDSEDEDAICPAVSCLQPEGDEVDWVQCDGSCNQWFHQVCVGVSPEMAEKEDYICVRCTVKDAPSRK
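qHTS format, multiple compound concentrations. Buffer 50 mM HEPES pH 7.5/0.01% Tween-20; 200 nM KDM5BΔAP final; 10 min compound preincubation; substrate-mix levels 12.5 µM peptide, 25 µM α-KG, 0.25 mM NAD⁺; 30 min RT; ΔRFU.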
* = called active by the depositor; ? = inconclusive; [ ] = dose if it differs, or a comment. Potency means the concentration at half of the fitted maximal effect.

canonical_smiles	KDM5B inh
Cc1ccccc1S(=O)(=O)NCC1Cn2cccc2C(=O)N1C (stereo not drawn)	8%
COC(=O)C1CN(Cc2ccccc2)CCS(=O)(=O)N1Cc1ccc(C)cc1 (stereo not drawn)	21%
CC(C)c1nc2cc(NC(=O)Cc3ccc([N+](=O)[O-])cc3)ccc2o1	-4%
CC(C)c1cc(C(=O)N2CCN(C(=O)c3ccccc3)CC2)c2ccccc2n1	18%
CC(CNC(=O)c1sc2ncccc2c1-n1cccc1)c1ccccc1 (stereo not drawn)	-6%
Cc1cc(N2CCN(Cc3nc(-c4cccc(Cl)c4)no3)CC2)cc(C)n1	20%
O=C(c1ccc(F)cc1)N1Cc2[nH]cnc2C[C@H]1c1nc(-c2ccc(Cl)cc2)no1	-17%[86.2 µM]
O=C1CC2(CCN(Cc3ccc(C(F)(F)F)cc3)CC2)Oc2ccccc21	?
O=C(CC1CCN(C(=O)c2cc(F)ccc2F)C1)NC1CC1 (stereo not drawn)	-10%
CC(Oc1ccc2ccc(=O)oc2c1)C(=O)NCCc1ccc(F)cc1 (stereo not drawn)	20%
O=C(c1ccccc1Br)N(Cc1cccc2[nH]ccc12)C1CC1	-3%
Cc1nc(N2CCCCC2)n(CC(=O)Nc2cccc(F)c2)c(=O)c1C	10%
COc1ccc(Cl)cc1C(=O)NC1CCN(c2cc(-c3cccs3)[nH]n2)C1 (stereo not drawn)	?
CCOC(=O)N1CCC(NS(=O)(=O)c2ccc(C)c(Cl)c2)CC1	-17%
CCOc1ccccc1NC(=O)CSc1ccc(-c2sc(C)nc2C)nn1	9%

Not a retest: 6 of the compounds above.
canonical_smiles	KDM5B inh
Cc1ccccc1S(=O)(=O)NCC1Cn2cccc2C(=O)N1C (stereo not drawn)	8%
COC(=O)C1CN(Cc2ccccc2)CCS(=O)(=O)N1Cc1ccc(C)cc1 (stereo not drawn)	21%
CC(C)c1nc2cc(NC(=O)Cc3ccc([N+](=O)[O-])cc3)ccc2o1	-4%
CC(C)c1cc(C(=O)N2CCN(C(=O)c3ccccc3)CC2)c2ccccc2n1	18%
CC(CNC(=O)c1sc2ncccc2c1-n1cccc1)c1ccccc1 (stereo not drawn)	-6%
Cc1cc(N2CCN(Cc3nc(-c4cccc(Cl)c4)no3)CC2)cc(C)n1	20%

(cont.)
canonical_smiles	KDM5B inh
Cc1cc([N+](=O)[O-])nn1Cc1ccc(C(=O)N/N=C/c2ccc(F)cc2)cc1	18%
COc1ccc(NC(=O)COc2cccc3c2CCN(Cc2cccnc2)C3=O)c(OC)c1	9%
CC(=O)N1CC2(CCN(Cc3cnc(N)nc3)CC2)CC1C(=O)O (stereo not drawn)	-36%
CC(NC(=O)CSc1ccc2c(c1)OCCCO2)c1cccc2ccccc12 (stereo not drawn)	11%
Cc1ccc(N2CCC(NC(=O)c3ccccc3C)C2=O)cc1 (stereo not drawn)	10%
CS(=O)(=O)c1cnc(NCCN2CCOCC2)nc1C1CCCNC1 (stereo not drawn)	11%
COc1ccc(CN2CCOC[C@H]2c2ncc(-c3ccc(OC)cc3)[nH]2)cc1	-4%[86.2 µM]
CCCCc1cc(=O)oc2cc(OCC(=O)OC)c(Cl)cc12	-13%
CN(C)Cc1nnc(C2CC(NC(=O)c3conc3-c3ccccc3)C2)n1C (stereo not drawn)	-14%
CCOc1ccc(N2CC(C(=O)Nc3ccc(C)cn3)CC2=O)cc1 (stereo not drawn)	11%
CCn1nc(C(=O)OC(C(=O)c2c[nH]c3ccccc23)c2ccccc2)c2ccccc2c1=O (stereo not drawn)	-11%
CCN(CC)C(=O)C(NC(=O)c1ccc(OC)cc1)C1CCN(C(=O)c2ccc(F)cc2)CC1 (stereo not drawn)	-12%
O=C(C1CC1)N1CCC(OCCOc2cccnc2)CC1	-18%
CN(C)C(=O)CSc1nnc([C@H](Cc2ccccc2)NC(=O)OC(C)(C)C)o1	-29%
CCn1nc(C)c(-c2cc(C(=O)N3CCCCCCNC(=O)[C@@H]4CCCC[C@@H]43)no2)c1C	5%
N#Cc1ccc(CN2CCC[C@H]2C(=O)N2CCCCCCNC(=O)CC2)cc1	?
COc1cc(OC)cc(C(=O)NC2CC3CCC2C3)c1 (stereo not drawn)	-2%
COC(=O)CCOc1ccc(S(=O)(=O)Nc2cccc(Cl)c2C)cc1	-2%
Cc1nn(-c2ccccc2)c(C)c1Cc1nc(C(C)C)no1	44%[activator]
O=C(CSc1ncnc2ccccc12)Nc1ccccc1-c1ccccc1	-9%
Cc1[nH]c2ccccc2c1/C=N/c1sc2c(c1C#N)CCC(C)C2 (stereo not drawn)	3%
COc1ccc(CN2C(=O)O[C@@H]3CN(S(=O)(=O)N(C)C)C[C@@H]32)cc1OC	28%
O=C(CSc1cccc2cccnc12)N/N=C/c1ccc(O)cc1	?
O=C(NCc1ccc(F)cc1)c1ccc2c(c1)N(Cc1ccc(F)cc1Cl)C(=O)CS2	16%
Cc1ncc2c(c1CNC(=O)c1ccccc1F)CCN(C(=O)Cc1ccc3c(c1)OCO3)C2	-20%
CCSc1ncc(Cl)c(C(=O)Nc2ccccc2C(F)(F)F)n1	6%
Cc1cc(NC(=O)CSCC(=O)OCc2nnc(-c3ccccc3)o2)no1	21%
COc1ccc(CN2CCC3(CC2)Cc2ccccc2CNC3=O)cc1OC	18%[115 µM]
CN(Cc1ccc(C(=O)NCC(F)(F)F)cc1)C(=O)C1CCCN(C(=O)c2ccc(Cl)cc2)C1 (stereo not drawn)	3%
CCOC(=O)C1=C(CN2CCN(C)CC2)NC(=O)NC1c1ccc(F)cc1 (stereo not drawn)	-3%
CSc1ccc(CNC(=O)C2CCCN(S(=O)(=O)N(C)c3ccc(F)cc3)C2)cc1 (stereo not drawn)	-24%
COCCC(=O)N1CCCCCNC(=O)[C@@H]2CCC[C@@H]21	-22%
COc1ccc(/C=C2\Oc3cc(OS(=O)(=O)c4ccc(OC)cc4)ccc3C2=O)cc1	4%
C=C(C)Cn1c(-n2nc(C)c(C)c2C)nc2c1c(=O)n(C)c(=O)n2C	-6%
CC(=O)N1CCN(C(=O)CCNS(=O)(=O)c2ccc(Br)cc2)CC1	11%
O=[N+]([O-])c1cc(-c2nc(-c3ccccc3)no2)ccc1N1CCOCC1	17%
Cn1c(SCc2ccc(Cl)c(Cl)c2)nnc1-c1cccnc1	7%
O=C(c1ccc(OC(F)(F)F)cc1)N1CCC(N2CC3CC(C2)[C@H]2CCCC(=O)N2C3)CC1 (stereo partly drawn)	-20%
CCC1c2nccn2CCCN1C(=O)c1cc(C)n(CCCOC)c1C (stereo not drawn)	-20%
COCC1CN(C(C)=O)CC12CCN(Cc1c[nH]c3ccccc13)CC2 (stereo not drawn)	-10%
Cc1ccccc1NC(=O)c1sc2c(c1C)C(c1cccs1)CC(=O)N2 (stereo not drawn)	-12%
COc1ccc2c(c1)c1c(c(=O)n(CCc3ccccc3)c(=O)n1Cc1ccc(F)cc1)n2C	-79%
COc1cccc(NC(=O)Nc2ccc3c(c2)CCC3)c1	15%
COCCCNC(=O)c1c[nH]c2ncccc12	-37%[115 µM]
Cc1cc(C)c(NC(=O)C(C)Sc2cc(C)ccc2C)c(C)c1 (stereo not drawn)	-10%
CN1CCC(N[C@@H]2CCC[C@@H](C(=O)N(C)Cc3cccnc3)CC(=O)N(C)C2)CC1	16%[86.2 µM]
Cc1cc(C(C)(C)C)cc(C)c1CCNC(=O)c1nccnc1N	?
Cc1nn(CCC(=O)Nc2cccc(C#N)c2)c(C)c1S(=O)(=O)N1CCC(C)CC1	-19%
CC(=O)c1cc2c(cc1N/C(=N/S(=O)(=O)c1ccc(C)cc1)c1ccc(Cl)cc1)OCO2	-19%
CC(C)C[C@H](NC(=O)CCn1ccc2ccc(F)cc21)C(=O)O	2%
CC(C)CCN1CCC(C2CCN(Cc3ccccn3)C2)CC1 (stereo not drawn)	-5%
CC(=O)NC(Nc1cc(C(F)(F)F)ccc1Cl)C(Cl)(Cl)Cl (stereo not drawn)	-14%
CCOC(=O)c1ccc(NC(=O)CCc2c(C)nc3cc(-c4ccc(OC)cc4OC)nn3c2C)cc1	?
CN(C)c1ccc(NC(=O)Cn2c(SCc3ccccc3F)nc3cccnc32)cc1	-23%
COc1ccc(C(=O)NC2CCN(c3nc4ncccc4o3)CC2)cc1	22µM*
COc1ccc(C(=O)CCc2ccc(OC)c(OC)c2)cc1	13%
Cc1csc(CNC(=O)N(C)Cc2ccc3c(c2)OCCO3)n1	2%
CNC(=O)[C@H]1C[C@H](Oc2ccccc2)CN1C(=O)NCCc1ccccc1	7%
O=C(Nc1cccc(S(=O)(=O)N2CCCCCC2)c1)C1=COCCO1	18%
N/C(=N\OC(=O)c1cccc(Cn2cc(C(F)(F)F)ccc2=O)c1)c1ccccc1	-4%

2 records drawn at random from the list so far:
canonical_smiles	KDM5B inh
COc1ccc(C(=O)CCc2ccc(OC)c(OC)c2)cc1	13%
Cc1nn(CCC(=O)Nc2cccc(C#N)c2)c(C)c1S(=O)(=O)N1CCC(C)CC1	-19%

Two entries from above, as labelled records:
canonical_smiles: Cc1nn(CCC(=O)Nc2cccc(C#N)c2)c(C)c1S(=O)(=O)N1CCC(C)CC1
  KDM5B inh: -19%

canonical_smiles: CC(=O)c1cc2c(cc1N/C(=N/S(=O)(=O)c1ccc(C)cc1)c1ccc(Cl)cc1)OCO2
  KDM5B inh: -19%

Next part
canonical_smiles	KDM5B inh
CC(C)(C)c1ccc(C(=O)N/N=C/C2CC3CCC2C3)cc1 (stereo not drawn)	2%
CCc1ccccc1NC(=O)CN(C)CC(=O)NC(=O)NCC(F)(F)F	-9%
Cc1ccc(C(=O)N/C(=C\c2ccco2)C(=O)O)cc1	?
CCC(CC)CN1C[C@]23C=C[C@H](O2)C(C(=O)N(C)Cc2nccs2)C3C1=O (stereo partly drawn)	9%
N#Cc1ccc(CSc2ccccc2C(=O)Nc2ccc3c(c2)OCCCO3)cc1	-1%
COCCNC(=O)c1cc(-c2ccccn2)nc2ccccc12	-2%
COc1nc(NC(=O)c2ccc(F)cc2)nc(OC)c1-c1ccccc1	-2%
CC(=O)Nc1ccc(C(=O)Nc2cccc(S(=O)(=O)N(C)c3ccccc3)c2)cc1	-12%
C#CCNC(=O)C1CCCN(c2nc3ncccc3o2)C1 (stereo not drawn)	?
COc1ccc(C2=NOC3(CCCN(C(=O)C4CCCCC4)C3)C2)cc1 (stereo not drawn)	22%[115 µM]
Cn1c(=O)n(Cc2cccc(Br)c2)c(=O)c2c1ncn2Cc1ccccc1	7%
O=C(NC1CCCCC1)N1c2ccccc2CC1c1noc(C2CCOCC2)n1 (stereo not drawn)	-18%
Cc1cc(C)cc(C(=O)NC(C)C(=O)N2CCC3(CC2)NCCc2[nH]cnc23)c1 (stereo not drawn)	-23%
CC(NC(=O)C(C#N)C(=O)c1ccc(F)cc1)c1ccccc1 (stereo not drawn)	17%
CCOc1ccc(Br)cc1CN(CC)CC	26%
O=C(N[C@@H]1CN(C(=O)c2cc(-c3ccc(F)cc3)n[nH]2)CC[C@@H]1CO)C1CC1	-14%
CC(C)CNC(=O)CN1CCN(c2nc(-c3cccs3)nc3ccccc23)CC1	-1%
Cn1cc(C(=O)NCc2ccccc2)c(=O)c2cc(S(=O)(=O)N3CCCCCC3)ccc21	?
CCCCn1c(N2CCN(Cc3ccccc3F)CC2)nc2c1c(=O)[nH]c(=O)n2C	0%
COCC1CN(Cc2ccc(C(F)(F)F)cc2)CC12CCNCC2 (stereo not drawn)	-26%
O=C(COc1ccccc1)N1CC[C@H](c2nnc(-c3ccccc3)o2)C1	-5%[86.2 µM]
O=C(NCCC1CCN(C(=O)Nc2cccc(F)c2)CC1)c1ccco1	-6%
COc1ccc(CNC[C@H]2Cn3c(-c4ccc(Cl)cc4)cnc3CO2)cn1	5%[86.2 µM]
CCN(Cc1cc2ccccc2[nH]c1=O)S(=O)(=O)c1ccc(C)cc1	-1%
Cc1noc(C)c1CC(=O)N1CCCN(C)c2ccccc21	-31%
Cc1ccc2oc(/N=C(\N)NC(=O)c3ccccc3)nc2c1	-9%
O=C(NCC1CCOCC1)C1CC(=O)N(c2n[nH]c3cc(Br)ccc23)C1 (stereo not drawn)	?
O=C(CN1C(=O)COc2ccc(C(=O)COc3cccc(F)c3)cc21)NCc1ccc(F)cc1	34%
CN1c2cc(C(=O)N3CCc4ccccc4C3)ccc2C(=O)N2CCCC21 (stereo not drawn)	?
CCN(CC)C(=O)Cn1ncc2c([nH]c3ccccc32)c1=O	?
O=C(Cn1c(-c2cscn2)nc2ccccc21)Nc1ccc(N2CCCC2=O)cc1	-9%
OCc1cccc(-c2cc(C3=CCOCC3)c3cncn3c2)c1	32µM*
CCOc1cc(CNC(=O)CCCn2c(=O)c3cccn3c3cccnc32)cc(OCC)c1OCC	?
Cc1ccc(NC(=O)CN2C(=O)COc3ccc(S(=O)(=O)N4CCCCCC4)cc32)c(C)c1	?
Cn1cc(-c2cnc3[nH]cc(CC(=O)Nc4ccc(C(F)(F)F)cc4)c3c2)cn1	?
CC(C)CCN1CCN(C(=O)c2cccc(C#N)c2)CC1	-15%
FC(F)(F)c1cc(Cl)c2nc(-c3cccc(Br)c3)cn2c1	9%
CCC1(CO)CCCN(CCCOc2ccc(C(N)=O)cc2)C1 (stereo not drawn)	17%

These rows are one share of the data; the hit share may differ from the screen's.
